High-throughput results: PubChem BioAssay, several laboratories
MC4R antag cAMP: antagonists of human melanocortin 4 receptor (MC4R). P32245. MC4R-expressing cells, MTII-stimulated cAMP, LANCE TR-FRET. inhibition, % at 6.5 µM. 360,000 compounds, 0.48% hits. AID 540295;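 active = inhibition above its plate's cutoff, the mean of tested wells on that plate plus 3 SD, cut at about 29% in these data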;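 also: 0% = Melanotan II alone and 100% = Melanotan II plus saturating MCL0020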
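Test system: U2OS cells stably expressing human melanocortin 4 receptor (MC4R); also added: Melanotan II challenge; compound: 6.5 µM single dose; timing: 30-min compound preincubation, 1-h Melanotan II challenge, 1-h detection, room temperature; signal: Eu-cAMP/anti-cAMP TR-FRET, emission 671 nm; repeats: one well per compound, no replicates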
aDG glyco up: increases alpha dystroglycan glycosylation; Pro5-aDG cells, alpha-DG glycosylation AlphaScreen (IIH6); 0% Pro5, 100% B10-LARGE cell signal; activation, % at 10 µM; 360,000 compounds, 0.22% hits;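 active = activation of at least 8% versus controls, or a plate z-score of at least 8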;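 also: Pro5 are CHO cells carrying HIG-tagged alpha-DG that lacks glycosylation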
ABCB6 inh 2: blocks the human ABCB6 transporter | fluorescence ratio to DMSO, % at 10 µM | K562-ABCB6 porphyrin accumulation, flow cytometry, 1 h; active compounds read low | AID 602162 | Q9NP58 | 360,000 compounds, 0.19% hits;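 active = fluorescence ratio to DMSO below 75%, the collection mean minus 3 SD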;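 also: signal is porphyrin accumulated inside mitochondria; 100% equals median channel fluorescence of DMSO control wells; lower ratio means ABCB6 inhibition with less porphyrin fluorescence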
Target sequence (Q9NP58 whole entry, looked up): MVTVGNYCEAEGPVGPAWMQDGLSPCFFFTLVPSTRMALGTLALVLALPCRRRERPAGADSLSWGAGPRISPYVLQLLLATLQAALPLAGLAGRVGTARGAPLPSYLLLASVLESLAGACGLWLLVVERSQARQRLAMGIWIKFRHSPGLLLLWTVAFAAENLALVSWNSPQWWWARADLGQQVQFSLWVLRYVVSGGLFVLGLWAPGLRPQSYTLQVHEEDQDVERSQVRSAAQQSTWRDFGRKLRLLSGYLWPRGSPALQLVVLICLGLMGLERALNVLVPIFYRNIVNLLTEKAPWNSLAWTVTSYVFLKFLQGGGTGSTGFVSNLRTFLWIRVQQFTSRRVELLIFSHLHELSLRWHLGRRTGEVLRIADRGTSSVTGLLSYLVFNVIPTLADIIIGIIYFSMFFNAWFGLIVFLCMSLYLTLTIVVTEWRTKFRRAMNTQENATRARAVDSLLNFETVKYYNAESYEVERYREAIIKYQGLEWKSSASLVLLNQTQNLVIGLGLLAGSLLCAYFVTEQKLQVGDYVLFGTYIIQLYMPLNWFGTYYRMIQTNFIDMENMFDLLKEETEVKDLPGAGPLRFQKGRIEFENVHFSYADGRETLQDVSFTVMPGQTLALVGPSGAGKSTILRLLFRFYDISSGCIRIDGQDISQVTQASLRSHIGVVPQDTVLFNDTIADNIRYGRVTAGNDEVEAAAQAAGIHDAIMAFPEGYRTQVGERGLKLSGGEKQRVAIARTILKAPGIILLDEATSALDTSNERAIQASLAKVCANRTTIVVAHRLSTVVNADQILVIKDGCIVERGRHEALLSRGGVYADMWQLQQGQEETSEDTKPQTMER
N-glyco inh: blocks N-linked glycosylation in D54 reporter cells | D54 ERlucT glycosylation luciferase reporter, 24 h; percent of 100 nM tunicamycin response | reporter increase, % at 12.5 µM | 360,000 compounds, 0.23% hits;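 active = mean luciferase reporter signal, scaled so untreated is 0 and the glycosylation-blocking control 100, at or above a set limit in every replicate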;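 also: luciferase carries N-glycosylation sites so blocking glycosylation raises the light; 0% = median of neutral control wells and 100% = median of 100 nM tunicamycin wells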
MC4R ag barr: human MC4R agonism via beta-arrestin; P32245; U2OS MC4R beta-arrestin complementation, luminescence; percent of melanotan II response, DMSO zero; 360,000 compounds, 0.98% hits; activation, % at 8.9 µM;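 active = activation above a per-plate cutoff, the mean activation of sample wells on that plate plus 3 SD, cut at about 8% in these data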
NOD2 RIPK2 PPI: inhibitors of human NOD2-RIPK2 interaction. CHO BLA complementation NOD2-RIPK2, CCF4 ratio. inhibition, % at 4.98 µM. 360,000 compounds, 0.38% hits; in the data active = inhibition above about 21%;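 also: 0% = vehicle only and 100% = reference blocker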
TLR9-MyD88 block: blocks human TLR9 binding to MyD88; CHO BLA complementation TLR9-MyD88, CCF4 FRET ratio; Q9NR96+Q99836; inhibition, % at 4.98 µM; 340,000 compounds, 0.21% hits;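 active = inhibition above the mean over all tested compounds plus 3 SD, cut at about 21% in these data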;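 also: 0% = DMSO only wells and 100% = clavulanate BLA inhibitor control wells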
Vif inh: HIV Vif inhibition. HEK293T cells, Vif self-association by quenched fluorescence, imaging, 24 h. inhibition, % at 7.49 µM. 340,000 compounds, 0.35% hits; in the data active = inhibition above about 50%, passing the limit was not always enough; also: some results filed as inactive read as strong as hits
Granule exo inh: blocks lytic granule exocytosis | TALL-104 LAMP-1 surface exposure, flow cytometry; cells stimulated with thapsigargin and PMA | AID 651702 | inhibition, % at 10 µM | 360,000 compounds, 0.66% hits;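 active = inhibition above about 55%, limit read from the data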
ABHD5-PLIN5 inh: inhibitors of human ABHD5-perilipin-5 interaction; Q00G26+Q8WTS1; Split G. princeps luciferase complementation, luminescence, 4 h; inhibition, % at 4 µM; 360,000 compounds, 0.78% hits; AID 602281;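 active = inhibition above the mean inhibition across every tested compound plus 3 SD, cut at about 22% in these data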;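 also: 0% = DMSO only wells and the 100% control is not disclosed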
The depositor's hits bear a star. Not all compounds are listed (hit frequency here may not be typical).

`COCCCNC(=O)CN1CCN(Cc2ccc(Cl)cc2)C1=O` gave MC4R antag cAMP 2, aDG glyco up 0.2, ABCB6 inh 2 92, N-glyco inh 2, MC4R ag barr -0.5, NOD2 RIPK2 PPI -2, TLR9-MyD88 block 4, Vif inh -8, Granule exo inh 14 and ABHD5-PLIN5 inh -1.
Screening CCn1c(N)c(C(N)=O)sc1=S returned MC4R antag cAMP 7, aDG glyco up 0.1, ABCB6 inh 2 100, N-glyco inh 0, MC4R ag barr -1.9, NOD2 RIPK2 PPI -6, TLR9-MyD88 block 5, Vif inh 2, Granule exo inh 3 and ABHD5-PLIN5 inh -11.
`Nc1ncnc(Nc2ccc(F)cc2)n1` gave MC4R antag cAMP 6, aDG glyco up -0.2, ABCB6 inh 2 93, N-glyco inh -1, MC4R ag barr -3.1, NOD2 RIPK2 PPI -7, TLR9-MyD88 block -7, Vif inh 7, Granule exo inh -2 and ABHD5-PLIN5 inh -2.
CC(=O)Nc1ccc(C(=O)OCC(=O)N(C)C2CCCCC2)cc1 was read as MC4R antag cAMP 12, aDG glyco up -0.1, ABCB6 inh 2 96, N-glyco inh 0, MC4R ag barr 0.4, NOD2 RIPK2 PPI 0, TLR9-MyD88 block -6, Vif inh 0, Granule exo inh 3 and ABHD5-PLIN5 inh 7.
`CN1C(=O)CC(c2ccco2)Sc2ccccc21` (configuration not stated) gave MC4R antag cAMP 10, aDG glyco up -0.4, ABCB6 inh 2 101, N-glyco inh 12, MC4R ag barr -2.7, NOD2 RIPK2 PPI -5, TLR9-MyD88 block -4, Vif inh 5, Granule exo inh -2 and ABHD5-PLIN5 inh -4.
For CCCC1Cc2nc(Cl)c(C#N)cc2CO1 (configuration not stated) the results were MC4R antag cAMP 11, aDG glyco up 0.0, ABCB6 inh 2 93, N-glyco inh 0, MC4R ag barr 2.3, NOD2 RIPK2 PPI -7, Vif inh 0, Granule exo inh -7 and ABHD5-PLIN5 inh -6.
For CN(c1ccccc1)S(=O)(=O)c1cccc(C(=O)NC2CC(C)(C)NC(C)(C)C2)c1 the results were MC4R antag cAMP 10, aDG glyco up -0.2, ABCB6 inh 2 99, N-glyco inh -2, MC4R ag barr 1.1, NOD2 RIPK2 PPI -11, TLR9-MyD88 block -9, Vif inh 2, Granule exo inh 12 and ABHD5-PLIN5 inh 5.
For CCOC(=O)C1=CCN(S(=O)(=O)c2ccccc2Br)C1c1cccc(F)c1 (configuration not stated) the results were aDG glyco up -0.2, ABCB6 inh 2 97, N-glyco inh 0, NOD2 RIPK2 PPI 6, Granule exo inh -2 and ABHD5-PLIN5 inh -2.
`O=C(O)CCc1nn2cnc3sc4c(c3c2nc1=O)CCCC4` gave MC4R antag cAMP 2, aDG glyco up 0.1, ABCB6 inh 2 98, N-glyco inh 1, MC4R ag barr -0.2, NOD2 RIPK2 PPI 12, TLR9-MyD88 block -3, Vif inh -1, Granule exo inh 0 and ABHD5-PLIN5 inh -5.
Screening CCCn1nc(C(=O)N2CCCc3ccccc32)c2ccccc2c1=O returned MC4R antag cAMP 2, aDG glyco up 0.1, ABCB6 inh 2 87, N-glyco inh 0, MC4R ag barr -1.6, NOD2 RIPK2 PPI -9, TLR9-MyD88 block 8, Vif inh -9, Granule exo inh 1 and ABHD5-PLIN5 inh 4.
`COc1ccc2c(C)cc(SCn3nnc4ccccc4c3=O)nc2c1` gave MC4R antag cAMP 7, aDG glyco up -0.1, ABCB6 inh 2 76, N-glyco inh -1, MC4R ag barr 1.1, NOD2 RIPK2 PPI 7, TLR9-MyD88 block 7, Vif inh 4, Granule exo inh -1 and ABHD5-PLIN5 inh -8.
For C=CCNC(=O)c1onc(CCl)c1C(=O)OC the results were MC4R antag cAMP -1, aDG glyco up 0.2, ABCB6 inh 2 101, N-glyco inh 2, MC4R ag barr 0.4, NOD2 RIPK2 PPI -5, TLR9-MyD88 block 1, Vif inh -13, Granule exo inh -12 and ABHD5-PLIN5 inh 3.
Screening CC1CCc2nc(NC(=O)c3cc(C(C)(C)C)nn3C)sc2C1 (configuration not stated) returned MC4R antag cAMP 2, aDG glyco up 0.2, ABCB6 inh 2 98, N-glyco inh -10, MC4R ag barr 1.5, NOD2 RIPK2 PPI -5, TLR9-MyD88 block 5, Vif inh -4, Granule exo inh 2 and ABHD5-PLIN5 inh -7.
Cc1cccc(NC(=S)NC(=O)/C=C/c2ccccc2)n1 was read as MC4R antag cAMP 3, aDG glyco up 0.0, ABCB6 inh 2 88, N-glyco inh 3, MC4R ag barr -0.5, NOD2 RIPK2 PPI -4, TLR9-MyD88 block 18, Vif inh -1, Granule exo inh 4 and ABHD5-PLIN5 inh -5.
Screening S=C(Cc1ccccc1)Nc1ccccc1 returned MC4R antag cAMP 4, aDG glyco up 0.1, ABCB6 inh 2 101, N-glyco inh -1, MC4R ag barr -0.7, NOD2 RIPK2 PPI -4, TLR9-MyD88 block 4, Vif inh 1, Granule exo inh -4 and ABHD5-PLIN5 inh -10.
Screening COCCN(C(=O)c1c(C)noc1C)c1c(N)n(CC(C)C)c(=O)[nH]c1=O returned MC4R antag cAMP 1, aDG glyco up 0.1, ABCB6 inh 2 109, N-glyco inh 2, MC4R ag barr -2.5, NOD2 RIPK2 PPI -9, TLR9-MyD88 block -4, Vif inh -3, Granule exo inh 0 and ABHD5-PLIN5 inh 5.
Screening COc1cc(NC(=O)CCn2c(=S)oc3ccccc32)cc(OC)c1OC returned MC4R antag cAMP 1, aDG glyco up 0.2, ABCB6 inh 2 96, N-glyco inh 1, MC4R ag barr -0.7, NOD2 RIPK2 PPI -5, TLR9-MyD88 block 6, Vif inh -7, Granule exo inh -20 and ABHD5-PLIN5 inh 4.
Screening Cc1onc(-c2ccccc2)c1C(=O)Nc1cccnc1 returned MC4R antag cAMP -2, aDG glyco up 0.0, ABCB6 inh 2 99, N-glyco inh 1, MC4R ag barr -0.3, NOD2 RIPK2 PPI -5, TLR9-MyD88 block 7, Vif inh -14, Granule exo inh -7 and ABHD5-PLIN5 inh 0.
For O=c1oc2ccccc2c(N2CCOCC2)c1[N+](=O)[O-] the results were MC4R antag cAMP 18, aDG glyco up 0.0, ABCB6 inh 2 92, N-glyco inh 2, MC4R ag barr -3.0, NOD2 RIPK2 PPI -10, TLR9-MyD88 block -6, Vif inh 4, Granule exo inh -4 and ABHD5-PLIN5 inh 4.
Screening Nc1ccc2cccc(O)c2c1 returned MC4R antag cAMP 0, aDG glyco up -0.3, ABCB6 inh 2 103, N-glyco inh 1, MC4R ag barr -0.9, NOD2 RIPK2 PPI -29, TLR9-MyD88 block 6, Vif inh -14, Granule exo inh 49 and ABHD5-PLIN5 inh 1.
`COc1cc(/C=N/NC(=O)c2ccncc2)cc2c1OCO2` gave MC4R antag cAMP -4, aDG glyco up 0.1, ABCB6 inh 2 97, N-glyco inh -1, MC4R ag barr -1.4, NOD2 RIPK2 PPI -7, TLR9-MyD88 block 5, Vif inh -2, Granule exo inh 11 and ABHD5-PLIN5 inh -2.
CCCCCOc1ccc(C(=O)CCC(=O)N2CCCC2)cc1 was read as MC4R antag cAMP 1, aDG glyco up 0.1, ABCB6 inh 2 91, N-glyco inh 0, MC4R ag barr -0.6, NOD2 RIPK2 PPI -2, TLR9-MyD88 block 10, Vif inh -6, Granule exo inh -2 and ABHD5-PLIN5 inh -3.
For COc1cccc(C(C(=O)NCc2ccccc2)N2CCN(c3ccccc3F)CC2)c1OC (configuration not stated) the results were aDG glyco up 0.0, NOD2 RIPK2 PPI 7, Granule exo inh 2 and ABHD5-PLIN5 inh 1.
`COc1ccc(NC(=O)CCS(=O)(=O)c2cccc3nonc23)c(OC)c1` gave MC4R antag cAMP -3, aDG glyco up -0.3, ABCB6 inh 2 81, N-glyco inh 3, MC4R ag barr -1.8, NOD2 RIPK2 PPI -7, TLR9-MyD88 block 1, Vif inh 0, Granule exo inh 0 and ABHD5-PLIN5 inh -3.
Screening COc1ccc(-n2c(Cc3cccn3C)nnc2SCC(=O)Nc2ccc(F)cc2F)cc1 returned MC4R antag cAMP 10, aDG glyco up 0.2, ABCB6 inh 2 102, N-glyco inh -1, MC4R ag barr 0.1, NOD2 RIPK2 PPI -2, TLR9-MyD88 block 6, Vif inh 8, Granule exo inh 2 and ABHD5-PLIN5 inh 2.
Screening COc1ccccc1C(=O)Nc1ccc2c(c1)OCO2 returned MC4R antag cAMP 7, aDG glyco up 0.0, ABCB6 inh 2 86, N-glyco inh 1, MC4R ag barr 0.4, NOD2 RIPK2 PPI -1, TLR9-MyD88 block -3, Vif inh 0, Granule exo inh -4 and ABHD5-PLIN5 inh 1.
For Cc1ccc(S(=O)(=O)CCC(=O)OCC(=O)NCCc2ccccc2)cc1 the results were MC4R antag cAMP -1, aDG glyco up 0.1, ABCB6 inh 2 100, N-glyco inh 1, MC4R ag barr -3.3, NOD2 RIPK2 PPI -4, TLR9-MyD88 block 4, Vif inh -13, Granule exo inh -1 and ABHD5-PLIN5 inh 6.
Oc1ccc(C[C@H]2CNCCN2CC2CCCCC2)cc1 was read as MC4R antag cAMP -5, aDG glyco up 0.4, ABCB6 inh 2 99, N-glyco inh 0, MC4R ag barr 0.5, NOD2 RIPK2 PPI -2, TLR9-MyD88 block -1, Vif inh -4, Granule exo inh -1 and ABHD5-PLIN5 inh 9.
For N#CCC(=O)Nc1ccc(C(F)(F)F)cc1N1CCOCC1 the results were MC4R antag cAMP 4, aDG glyco up -0.1, ABCB6 inh 2 97, N-glyco inh 0, MC4R ag barr -1.7, NOD2 RIPK2 PPI 1, TLR9-MyD88 block -10, Vif inh -4, Granule exo inh 1 and ABHD5-PLIN5 inh 7.
For CN(C)S(=O)(=O)c1cccc(NC(=O)Cc2ccsc2)c1 the results were MC4R antag cAMP 7, aDG glyco up -0.2, ABCB6 inh 2 97, N-glyco inh 1, MC4R ag barr 0.4, NOD2 RIPK2 PPI 7, TLR9-MyD88 block -6, Vif inh 11, Granule exo inh 11 and ABHD5-PLIN5 inh 0.
Screening COc1ccc(N2C(=O)CCC(C(=O)NCc3cccnc3)C2c2ccc(OC)c(OC)c2)cc1 (configuration not stated) returned MC4R antag cAMP 3, aDG glyco up -0.2, ABCB6 inh 2 91, N-glyco inh 0, MC4R ag barr -2.1, NOD2 RIPK2 PPI -3, TLR9-MyD88 block 3, Vif inh 12, Granule exo inh -1 and ABHD5-PLIN5 inh 0.
`OCCNc1ncnc2c1c(-c1ccccc1)c(-c1ccccc1)n2Cc1ccco1` gave MC4R antag cAMP -2, aDG glyco up 0.1, ABCB6 inh 2 129, N-glyco inh -1, MC4R ag barr 2.9, NOD2 RIPK2 PPI 9, TLR9-MyD88 block -8, Vif inh -12, Granule exo inh 1 and ABHD5-PLIN5 inh 13.
